# thrombin 1536 – human alpha-thrombin inhibitors, primary screen, counter-screen for coagulation protease inhibitor project, biochemical, 1536-well, fluorogenic AMC substrate. 220,000 compounds, 0.26% hits. Prothrombin (Homo sapiens), P00734. Boc-VPR-AMC fluorogenic substrate cleavage. inhibition, % at 5 µM;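 active = inhibition at or above 40%; inactive = inhibition below 40%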;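 note: 0% = enzyme with no compound and 100% = wells without enzyme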
#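 Test system: human alpha-thrombin protein / Dosing: one concentration per compound, 5 µM, with 0.2% DMSO / Medium: pH 7.5 Tris-saline with Tween 20 / Benchmarks: no-compound enzyme wells and no-enzyme blanks / Read-out basis: percent inhibition of thrombin substrate cleavage / Timing: reaction at room temperature / Measured by: fluorescence, ex 355 nm, em 460 nm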
# Calpain2 inh – inhibitors of pig calpain II, primary screen, biochemical, fluorogenic peptide substrate, 1536-well; purified calpain II, 30 min; inhibition, % at 16 µM; 220,000 compounds, 0.37% hits; AID 1236, 2008;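 active = inhibition above about 50%, limit read from the data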
# FXIIa inh – human FXIIa protease inhibitors, primary screen, biochemical, 1536-well. Coagulation factor XII (Homo sapiens), P00748. purified FXIIa, Boc-QGR-AMC fluorogenic substrate, 2 h. inhibition, % at 5 µM. 220,000 compounds, 0.3% hits; in the data active = inhibition above about 40%;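 note: 0% = enzyme with no compound and 100% = blank without enzyme; many of its hits are not listed in these tables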
# Cl transport mod – KCC2 cotransporter modulators, thallium flux, primary screen, cell-based, HEK293 KCC2, FluoZin-2 fluorescence, MLSMR; Solute carrier family 12 member 5 (Homo sapiens), Q9H2X9; KCC2 cells, thallium flux FluoZin-2 fluorescence; B-score of Tl+ flux slope (higher = more flux/activation; lower = inhibition) at 10 µM; 190,000 compounds, 2.2% hits;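 active = thallium flux slope and its plate-corrected score both differing from the plate sample mean at a set confidence after two filtering rounds, in either direction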;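 note: slope of fluorescence scaled to starting intensity during 10 to 20 s after thallium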
# Rad51 HR inh – human RAD51 strand exchange inhibitors, primary screen, biochemical, fluorescence | DNA repair protein RAD51 homolog 1 (Homo sapiens), Q06609 | hRad51 DNA strand exchange, fluorescence dequenching | inhibition, % at 10 µM | 200,000 compounds, 0.085% hits | AID 1385, 2008;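 active = inhibition above 40% at the single screening dose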;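 note: 0% = DMSO control wells and 100% = blanks with heterologous ssDNA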
#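 Read-out basis: percent inhibition relative to plate controls and blanks / Assay system: human Rad51 nucleoprotein filaments preassembled on unlabelled ssDNA / Timing: filaments 15 min 37 °C, then compound 30 min / Control set: per-plate controls and blanks / Technique: fluorescence dequenching at 485/520 nm / Compound: 10 µM final, single point / Also added: Fluorescein- and BHQ1-tagged 47-mer duplex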
# Furin inhibitor – human furin inhibitors, primary screen, biochemical, fluorescence intensity; P09958; purified furin, fluorogenic substrate cleavage; inhibition, % at 30 µM; 220,000 compounds, 0.061% hits; AID 463115, 2010; in the data active = inhibition above about 25%; note: inactives centre near -15
# PERK inhibitor – block of dimerizer-induced PERK translation repression, primary screen, PERK inhibitor project, CHO PERK-DD cells, SEAP luminescence, HTS; Eukaryotic translation initiation factor 2-alpha kinase 3 (Homo sapiens), Q9NZJ5; CHO PERK-DD fusion, SEAP luminescence translation reporter; inhibition, % at 5.6 µM; 220,000 compounds, 0.17% hits; AID 1416, 2008;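 active = inhibition above the mean inhibition of all tested compounds plus 3 SD, set separately per screening campaign, cut at about 2.9% in these data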;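 note: PERK kinase domain activated by AP20187 dimerizer at 100 nM; 0% = DMSO with dimerizer and 100% = rapamycin at 8.4 µM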
# KLK5 inh – human KLK5 protease inhibitors, primary screen, biochemical, 1536-well; recombinant hK5, fluorogenic AMC substrate cleavage; inhibition, % at 5 µM; 210,000 compounds, 0.59% hits;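 active = inhibition of 40% or more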;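 note: 0% = enzyme controls without compound and 100% = no-enzyme blanks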
# Target sequence (Q9Y337 67-293 limits assumed): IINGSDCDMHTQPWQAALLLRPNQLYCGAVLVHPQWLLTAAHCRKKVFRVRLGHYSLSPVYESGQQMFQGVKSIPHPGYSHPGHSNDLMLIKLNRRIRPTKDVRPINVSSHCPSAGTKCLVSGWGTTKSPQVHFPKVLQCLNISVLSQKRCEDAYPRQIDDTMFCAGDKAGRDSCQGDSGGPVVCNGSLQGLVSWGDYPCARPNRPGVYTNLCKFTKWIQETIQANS
# FXIa inh 1536 – human FXIa protease inhibitors, primary screen, biochemical, 1536-well; inhibition, % at 5 µM; AID 798, 2007; 220,000 compounds, 0.14% hits; purified FXIa, Boc-Glu-Ala-Arg-AMC fluorogenic substrate; Coagulation factor XI (Homo sapiens), P03951;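 active = inhibition of at least 40%; inactive = inhibition below 40%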;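 note: fluorescence of freed AMC excited at 355 nm; 0% = enzyme without compound and 100% = no enzyme blank; many of its hits are not listed in these tables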
# Target sequence (P03951 19-387 limits assumed): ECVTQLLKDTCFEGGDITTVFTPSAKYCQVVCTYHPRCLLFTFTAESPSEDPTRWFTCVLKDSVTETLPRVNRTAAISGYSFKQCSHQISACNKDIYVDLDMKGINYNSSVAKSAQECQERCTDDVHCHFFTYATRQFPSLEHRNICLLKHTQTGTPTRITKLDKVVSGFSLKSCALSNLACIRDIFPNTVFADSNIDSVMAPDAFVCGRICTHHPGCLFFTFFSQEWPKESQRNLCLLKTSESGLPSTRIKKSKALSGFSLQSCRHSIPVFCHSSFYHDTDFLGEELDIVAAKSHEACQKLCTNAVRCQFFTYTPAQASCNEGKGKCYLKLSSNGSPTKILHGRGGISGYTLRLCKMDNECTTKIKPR
# Target sequence (P03951 388-625 limits assumed): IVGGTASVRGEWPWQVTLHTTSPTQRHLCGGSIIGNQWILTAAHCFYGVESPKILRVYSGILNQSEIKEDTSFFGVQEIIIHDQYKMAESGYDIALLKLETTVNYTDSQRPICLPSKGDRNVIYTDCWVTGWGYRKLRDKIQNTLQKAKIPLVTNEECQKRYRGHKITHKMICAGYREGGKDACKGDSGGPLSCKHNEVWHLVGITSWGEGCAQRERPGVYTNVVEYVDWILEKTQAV
# * = called active by the depositor; i = inactive; nt = not tested or not shown; [ ] = remark or other dose.
SMILES	thrombin 1536	Calpain2 inh	FXIIa inh	Cl transport mod	Rad51 HR inh	Furin inhibitor	PERK inhibitor	KLK5 inh	FXIa inh 1536
COCCCn1c(=O)/c(=C\c2cccc(OC)c2OC)s/c1=C(/C#N)C(=O)Nc1ccc(C(=O)O)cc1	0	-1	8	-3	-46	-26	0.0	4	3
COCCOC(=O)C1=C(C)N=C2SCCC(=O)N2C1c1cccc(Br)c1 (stereo not drawn)	-8	7	-19	-0.075	-2	-9	-0.6	-12	-10
CC(=O)SC(C)CC(=O)Nc1ccccc1 (stereo not drawn)	6	-17	18	-0.72	3	-9	0.6	-3	2
Clc1ccc(-n2nnnc2-c2cnc(-c3ccncc3)nc2-c2cccs2)cc1	-3	-64	8	1.3	-6	-7[20 µM]	-0.5	-9	2
CCc1c(C)c(C#N)c2nc3ccccc3n2c1NCC1CCCO1 (stereo not drawn)	-5	-173	-1	-0.39	0	-17[20 µM]	-3.0	-27	5
COc1cc(OC)cc(-c2cc3nc(C)cc(N4CCN(C(=O)c5ccco5)CC4)n3n2)c1	-1	i	2	-0.17	nt	-7[20 µM]	-1.0	-34	-1
COc1ccc(C(C)=O)cc1CSc1nnc(Nc2ccc(C)cc2)s1	-2	20	8	-0.33	25	-1	-0.8	-10	9
COc1ccc(/C(C)=N/N=C2/NC(=O)CC(C(=O)O)S2)cc1F (stereo not drawn)	0	9	9	-1.6	9	-23	1.2	0	2
CCOc1ccccc1C(=O)NCCCN1CCN(CCCNC(=O)c2ccccc2OCC)CC1	23	8	-3	0.027	-5	-16	-0.3	24	1
Nc1ccccc1-n1cccc1	-3	-25	3	-0.41	-4	-16	1.4	0	-11
O=c1cc(O)n(-c2ccc(F)cc2)c(=S)[nH]1	-19	-19	-1	0.22	2	-15[20 µM]	0.2	-4	1
CC(C)NC(=O)CCCc1ccccc1	-21	0	-6	0.1	-9	-38	1.2	-3	2
Nc1ccccc1N1CCN(C(=O)c2ccccc2)CC1	-2	8	13	0.7	-7	-5[20 µM]	0.9	-2	10
COCCn1nnnc1C(CC(C)C)N1CCN(c2cccc(OC)c2)CC1 (stereo not drawn)	1	7	10	0.71	7	-13	-0.7	-13	3
Cc1cc([N+](=O)[O-])nn1CCC(=O)NC1CCCCCC1	-9	-4	9	0.33	2	-23	0.4	-16	2
C=CCNC(=O)COc1ccc(S(=O)(=O)Nc2ccc(OCC)cc2)cc1	-7	-3	0	1	-3	-26	1.0	-28	-6
CC1CCN(CCCNC(=O)c2ccc3c(Cl)c4c(nc3c2)CCCC4)CC1	-3	22	8	-0.16	18	-16	-0.1	2	-2
CC(C)CNC(=O)C(=O)NCc1ccccn1	-13	-27	5	0.3	7	-18	0.4	-6	-3
COc1ccc(OC)c(C(=O)C2COC(=O)C2)c1 (stereo not drawn)	1	-11	26	0.9	3	13[20 µM]	0.6	-4	19
CCOC(=O)c1ccc(NC(=O)CSc2nc(SC)ns2)cc1	0	-7	21	-0.75	-1	-18[20 µM]	0.8	-14	7
Cc1nc(CSc2nnc3scc(-c4ccccc4)n23)cs1	-6	22	-3	0.75	8	-26	-0.6	10	-16
O=C(Nc1ccc(S(=O)(=O)N2CCOCC2)cc1)c1cccnc1	4	-4	10	0.87	-5	-6	0.3	2	-3
COc1cccc(NC(=O)Cc2nc(-c3ccccc3)sc2-c2ccc(C)cc2)c1	2	-4	26	1.8	nt	-13	-0.1	-8	21
CCN1C(=O)/C(=C/C=C2/Sc3ccccc3N2CCO)SC1=S	-6	34	2	-0.41	-6	-19	2.4	-3	0
COc1ccccc1-c1coc2c(CN3CCN(C)CC3)c(O)ccc2c1=O	-4	nt	-20	0.051	3	-1	0.0	-58	-10
O=C(Nc1nc(-c2ccncc2)cs1)c1ccc(F)cc1	-9	0	7	0.76	2	-19	1.6	-2	-5
Cc1ccc(S(=O)(=O)NC(CC(=O)NCC2CCCO2)c2ccco2)cc1 (stereo not drawn)	-2	0	13	1.5	-6	-9	0.2	-15	-6
O=C(CSc1nnc(-c2ccc3c(c2)OCO3)n1-c1ccccc1)c1ccccc1	-3	21	0	-2.8	12	5	-0.2	-9	-3
O=C(NCC1CCCO1)c1ccc(COc2ccc(F)cc2)o1 (stereo not drawn)	0	7	-2	-0.29	2	-17[20 µM]	-0.6	7	0
CCOC(=O)c1cnc2c(Cl)cc(Cl)cc2c1NCCOCCO	5	-14	16	-0.0022	-1	-1	-1.5	5	1
Cc1ccccc1N=C1SCC(=O)N1Cc1ccccc1	1	6	9	-0.79	nt	-18	0.3	-1	3
COc1ccc(Br)cc1C(=O)Nc1cccc(C)c1	1	1	13	-0.53	9	-15[20 µM]	-0.1	-7	4
Cc1[nH]n2c(=O)c(C#N)c(-c3ccccc3)nc2c1-c1ccccc1	1	1	-3	-1.8	3	-14	2.5	15	-5
COc1ccc(N2C(=O)C3CC=C(Cl)CC3C2=O)cc1 (stereo not drawn)	-12	-23	0	0.92	4	-16[20 µM]	0.5	-24	22
CC[C@@H](C)C(NC(=O)OC(C)(C)C)c1cn([C@@H](CCCCNC(=O)OC(C)(C)C)C(=O)N2CCN(C(=O)OC(C)(C)C)CC2)nn1 (stereo partly drawn)	2	-3	11	-0.28	12	-28	0.2	1	2
COc1ccc(N2C(=O)CC(Sc3nnc(-c4ccccc4F)n3C)C2=O)cc1 (stereo not drawn)	3	1	12	-0.082	7	4	-0.1	2	8
COc1cccc2cc(C(=O)N(C)C)c(=O)oc12	-11	-16	6	0.54	2	-5[20 µM]	0.1	-13	3
COc1ccc(CC(=O)N2CCOCC2)cc1OC	3	-7	4	1.6	-1	-15[20 µM]	-0.1	2	-4
Cc1nc(C)n(CC(=O)N2CCCC(C(=O)c3ccc(Cl)cc3C)C2)n1 (stereo not drawn)	3	20	7	-0.5	nt	-36	2.7	nt	-1
CCCN(c1ccc(C(=O)OC)cc1)S(=O)(=O)c1ccccc1	-6	20	10	-0.44	nt	-16	1.9	nt	-2
C/C(=N\OCc1nc2ccccc2c(=O)n1/N=C/c1cc(C)cc([N+](=O)[O-])c1O)c1ccccc1	-1	-25	2	-0.088	-14	-9	-0.7	2	4
CCOC(=O)/C(C#N)=C/Nc1ccccc1NS(=O)(=O)c1cccc(C(C)=O)c1	nt	27	14	-0.84	-6	-25	0.1	3	6
CN(CCc1ccccn1)C(=O)CCC1CCCN(C(=O)c2n[nH]c3c2CCCC3)C1 (stereo not drawn)	2	7	15	-0.26	nt	-22	0.4	nt	5
Cc1ccc(CN2CCN(Cc3ccc(OCCO)cc3)CC2CCO)o1 (stereo not drawn)	-1	-9	9	nt	-2	-21	0.2	nt	0
O=C(NCc1ccc(Cl)cc1)C1CCCO1 (stereo not drawn)	-8	0	nt	-0.24	-1	-29	0.7	-4	-5
C1=CCC(/C=N/n2cnnc2)CC1 (stereo not drawn)	-1	-33	8	0.99	-3	-16	-0.1	7	3
O=C(Nc1ccc2ccccc2c1)c1cnccn1	0	-55	11	nt	-4	-15[20 µM]	0.8	4	10
CC(C)=CCN1CCN(Cc2cnc(N3CCCC3)s2)CC1CCO (stereo not drawn)	-10	-29	4	-0.28	4	-22	0.7	4	0
O=S(=O)(Nc1ccc2c(c1)OCCO2)c1cccc2cccnc12	3	3	22	-0.81	nt	-20	0.2	-7	2
COc1ccc(C(=O)COc2ccccc2C(N)=O)cc1	4	15	1	0.63	0	-24	2.1	-16	-2
CN(Cc1ccccc1)C(=O)c1cccc(N2C(=O)NC3CC2(C)Oc2ccccc23)c1 (stereo not drawn)	-5	29	-2	-0.18	-3	-14[20 µM]	0.9	2	-8
Cc1cc(SCC(=O)NCCC2=CCCCC2)nc2ccccc12	25	44	14	-0.47	29	-12	-0.4	1	16
Clc1ccccc1N/N=C/c1ccc2c(c1)OCO2	3	11	30	0.14	nt	-10	1.6	-5	22
N#CCSc1ncnc2ccccc12	-11	0	5	0.62	2	-13	0.3	-6	-7
Cc1cc(N(C)/N=C/c2ccccc2)nc(-c2ccccc2O)n1	-8	-204	2	0.08	1	-18	0.7	-6	-4

# Ordered by number of heavy atoms (high to low): some entries from above
SMILES	thrombin 1536	Calpain2 inh	FXIIa inh	Cl transport mod	Rad51 HR inh	Furin inhibitor	PERK inhibitor	KLK5 inh	FXIa inh 1536
C/C(=N\OCc1nc2ccccc2c(=O)n1/N=C/c1cc(C)cc([N+](=O)[O-])c1O)c1ccccc1	-1	-25	2	-0.088	-14	-9	-0.7	2	4
CN(CCc1ccccn1)C(=O)CCC1CCCN(C(=O)c2n[nH]c3c2CCCC3)C1 (stereo not drawn)	2	7	15	-0.26	nt	-22	0.4	nt	5
CCOC(=O)/C(C#N)=C/Nc1ccccc1NS(=O)(=O)c1cccc(C(C)=O)c1	nt	27	14	-0.84	-6	-25	0.1	3	6
Cc1[nH]n2c(=O)c(C#N)c(-c3ccccc3)nc2c1-c1ccccc1	1	1	-3	-1.8	3	-14	2.5	15	-5
Cc1cc(SCC(=O)NCCC2=CCCCC2)nc2ccccc12	25	44	14	-0.47	29	-12	-0.4	1	16
CCCN(c1ccc(C(=O)OC)cc1)S(=O)(=O)c1ccccc1	-6	20	10	-0.44	nt	-16	1.9	nt	-2
COc1ccc(C(=O)COc2ccccc2C(N)=O)cc1	4	15	1	0.63	0	-24	2.1	-16	-2
COc1ccc(N2C(=O)C3CC=C(Cl)CC3C2=O)cc1 (stereo not drawn)	-12	-23	0	0.92	4	-16[20 µM]	0.5	-24	22
COc1ccc(Br)cc1C(=O)Nc1cccc(C)c1	1	1	13	-0.53	9	-15[20 µM]	-0.1	-7	4
O=C(NCc1ccc(Cl)cc1)C1CCCO1 (stereo not drawn)	-8	0	nt	-0.24	-1	-29	0.7	-4	-5
N#CCSc1ncnc2ccccc12	-11	0	5	0.62	2	-13	0.3	-6	-7
C1=CCC(/C=N/n2cnnc2)CC1 (stereo not drawn)	-1	-33	8	0.99	-3	-16	-0.1	7	3

# Some of these compounds in order of heavy-atom count, falling.
SMILES	thrombin 1536	Calpain2 inh	FXIIa inh	Cl transport mod	Rad51 HR inh	Furin inhibitor	PERK inhibitor	KLK5 inh	FXIa inh 1536
Cc1ccc(CN2CCN(Cc3ccc(OCCO)cc3)CC2CCO)o1 (stereo not drawn)	-1	-9	9	nt	-2	-21	0.2	nt	0
Cc1nc(C)n(CC(=O)N2CCCC(C(=O)c3ccc(Cl)cc3C)C2)n1 (stereo not drawn)	3	20	7	-0.5	nt	-36	2.7	nt	-1
O=C(Nc1ccc2ccccc2c1)c1cnccn1	0	-55	11	nt	-4	-15[20 µM]	0.8	4	10

# High-throughput results deposited in PubChem by several laboratories.

# This is a subset (hit frequency here may not be typical).
